Screens as filed in PubChem.
M. tuberculosis: growth inhibition of non-replicating M. tuberculosis (AID 488890); Mycobacterium tuberculosis non-replicating, growth inhibition; higher % means a stronger effect; actives 0.39% (n = 320,000); one-dose inhibition, % at 25 µM; IC50 in µM for titrated hits; in the data active = a potency from the dose series; inconclusive = inhibition mostly from about 82% at the one dose, without a potency; inactive = the rest, 99 in 100 with inhibition below about 76%;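 note: plate controls were DMSO cells for no effect and high antibiotic wells for full effect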
VEEV TC-83 Vero: inhibitors of VEEV TC-83 cytopathic effect, confirmation, Vero cells (AID 588727); Vero cells, VEEV TC-83 cytopathic effect inhibition; higher % means a stronger effect; one-dose inhibition, % at 20 µM; IC50 in µM for titrated hits; actives 0.13% (n = 350,000); in the data active = a potency from the dose series; inconclusive = inhibition mostly from about 14% at the one dose, without a potency; inactive = the rest, 99 in 100 with inhibition below about 12%; note: strong numbers were not always called active
PhoP GFP inhibition: PhoP regulon inhibitors, Salmonella typhi PhoP promoter GFP reporter, confirmatory (AID 1850) | inhibition, % at 50 µM, or IC50 in µM where a hit was titrated | actives 0.33% (n = 310,000) | Salmonella Typhi PhoP-promoter GFP reporter, fluorescence, 4 h; higher % means a stronger effect; in the data active = a potency from the dose series; inconclusive = inhibition mostly from about 25% at the one dose, without a potency; inactive = the rest, 99 in 100 with inhibition below about 19%;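 note: 0% = induced wells with vehicle and 100% = uninduced wells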
H37Rv inhibition: M. tuberculosis growth inhibition, HTS (AID 449762). inhibition, % at 25 µM, or IC50 in µM where a hit was titrated. actives 0.59% (n = 330,000). M. tuberculosis H37Rv growth inhibition, 7H9 media; higher % means a stronger effect; in the data active = a potency from the dose series; inconclusive = inhibition above about 70% without an active follow-up result;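 note: bacterial growth assessed after seven days of incubation; strong numbers were not always called active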
influenza NS1A: NS1A inhibition, H1N1 influenza, cell based functional assay (AID 504329). NS1A functional cell-based assay, percent inhibition; higher % means a stronger effect. inhibition, % at 12.5 µM, or IC50 in µM where a hit was titrated. actives 0.3% (n = 340,000); in the data active = a potency from the dose series; inconclusive = inhibition above about 27% without an active follow-up result; note: strong numbers were not always called active
Starred values were filed as active, the others as inactive; i = inactive; ? = inconclusive; . = no result given.

The line under a structure holds: PhoP GFP inhibition, H37Rv inhibition, M. tuberculosis, VEEV TC-83 Vero, influenza NS1A
1	CCCCn1c(=O)c(C=Nc2cc([N+](=O)[O-])ccc2OC)c(O)n(CCCCl)c1=O
  -5%, 13%, ., 1.1%, 10%
2	CCOC(=O)c1c(NC(=O)COC(=O)c2ccccn2)sc(C)c1C
  ., 7%, 37%, 2.7%, -16%
3	Cc1ccc(S(=O)(=O)N2CCN(c3nc(C(C)C)c4c(c3C#N)CC(C)(C)OC4)CC2)cc1
  -13%, 0%, -4%, i, 24%
4	COc1ccc(C(=O)N/C(=C\c2cn(S(=O)(=O)N(C)C)c3ccccc23)C(=O)NCCCn2ccnc2)cc1
  9%, 0%, 47%, 4.1%, 2%
5	CCCCC(=O)NCc1ccccc1Cl
  -2%, 3%, 78%, 1.9%, -2%
6	Cc1ccc(C(=O)OCC(=O)NCCC2=CCCCC2)s1
  -6%, 59%, ?, 0.1%, 0%
7	Cc1cccc(-[n+]2c(-c3cccc(Br)c3)[nH]c3nc4ccccc4nc32)c1
  2%, 6%, -6%, 5.1%, .
8	COc1cc(/C=N/Nc2ccccn2)ccc1O
  3%, -10%, 2%, 1.2%, -9%
9	COc1ccc(CNC(=O)C2(CC3CC(c4ccccc4)=NO3)CCN(C(=O)c3cccc(O)c3)CC2)cc1 (stereo not given)
  -8%, 1%, 9%, 2.9%, 9%
10	c1ccc(Cn2c(-c3ccco3)nc3nc4ccccc4nc32)cc1
  -9%, -9%, 13%, 0.6%, -11%
11	CCC(C)n1c(S(=O)(=O)O)nc2ccccc21 (stereo not given)
  6%, -3%, -3%, 1.9%, 2%
12	COc1ncnc(OC)c1S(=O)(=O)Nc1ccc(C(F)(F)F)cc1
  -3%, -7%, -7%, 0.8%, -4%
13	COc1cccc(CN(C)C(=O)C23CC4CC(CC(NC(C)=O)(C4)C2)C3)c1OC
  -2%, 4%, -10%, 0.6%, -5%
14	Cn1nc(-c2ccccc2)cc1NS(=O)(=O)c1ccc(C#N)cc1
  4%, 0%, 7%, 3.1%, 9%
15	CC(C)Oc1ccc(C(=O)/C(=C\c2cccs2)c2nc3ccccc3o2)cc1
  -3%, 7%, 25%, i, 3%

The last 2 compounds of the section before open the next one.
The line under a structure holds: PhoP GFP inhibition, H37Rv inhibition, M. tuberculosis, VEEV TC-83 Vero, influenza NS1A
14	Cn1nc(-c2ccccc2)cc1NS(=O)(=O)c1ccc(C#N)cc1
  4%, 0%, 7%, 3.1%, 9%
15	CC(C)Oc1ccc(C(=O)/C(=C\c2cccs2)c2nc3ccccc3o2)cc1
  -3%, 7%, 25%, i, 3%
16	COc1ccc(N(CC2CO2)S(=O)(=O)c2ccccc2)cc1 (stereo not given)
  3%, -1%, 14%, 0.3%, 4%
17	Cc1[nH]c2ccccc2c1SCC(=O)Nc1nccs1
  5%, 3%, 12%, ?, -7%
18	CN(C)CCNC(=O)c1nn(C)c2c1CCc1ccccc1-2
  7%, 1%, -1%, 1.7%, -26%
19	N#Cc1nc(N)nc(N(c2ccccc2)c2ccccc2)n1
  -7%, -10%, 43%, 4.9%, 3%
20	COc1ccccc1C(=O)C1CCCN(C(=O)c2ccccn2)C1 (stereo not given)
  -7%, 4%, -6%, 0.3%, -1%
21	CC(CN1CCOCC1)OC(=O)c1ccc(Br)cc1 (stereo not given)
  -4%, ?, 1.5µM*, 2.7%, -2%
22	Cc1cccc(C(=O)NNC(=O)c2ccco2)c1O
  0%, -2%, -2%, 5.0%, -2%
23	O=C1c2ccccc2-c2c1cccc2C(=O)N(CCO)CCO
  3%, -1%, 1%, 0.8%, 0%
24	Cc1cccc(NC(=O)C2C(c3ccccc3)C2(Cl)Cl)c1C (stereo not given)
  -3%, ?, 22%, 4.3%, 1%
25	CC1c2ccccc2-n2nncc2CN1C (stereo not given)
  ., ., ., i, -32%
26	CCOc1ccc(C(=O)NCC(=O)OCC(=O)Nc2ccc(C)c(S(=O)(=O)N(C)C)c2)cc1
  -5%, 1%, 11%, i, 8%
27	Cc1ccc(OCC(=O)NNC(=O)C2CCN(c3ncnc4sc(C)c(C)c34)CC2)cc1
  -5%, 42%, -13%, 8.6%, -9%
28	CCOC(=O)c1c(-c2ccc(C)cc2)csc1NC(=O)C1CCCO1 (stereo not given)
  -9%, 14%, 22%, 3.8%, -6%
29	O=[N+]([O-])c1ccc(/C=N/N2CCCCC2)cc1
  3%, 4%, 38%, i, -1%
30	Cc1ccc(S(=O)(=O)N2CCN(C(=O)c3ccc(N4CCCC4)c([N+](=O)[O-])c3)CC2)cc1
  -9%, -6%, 24%, 7.0%, >100µM*

Taken from the entries so far, seven compounds:
The line under a structure holds: PhoP GFP inhibition, H37Rv inhibition, M. tuberculosis, VEEV TC-83 Vero, influenza NS1A
16	COc1ccc(N(CC2CO2)S(=O)(=O)c2ccccc2)cc1 (stereo not given)
  3%, -1%, 14%, 0.3%, 4%
17	Cc1[nH]c2ccccc2c1SCC(=O)Nc1nccs1
  5%, 3%, 12%, ?, -7%
18	CN(C)CCNC(=O)c1nn(C)c2c1CCc1ccccc1-2
  7%, 1%, -1%, 1.7%, -26%
19	N#Cc1nc(N)nc(N(c2ccccc2)c2ccccc2)n1
  -7%, -10%, 43%, 4.9%, 3%
20	COc1ccccc1C(=O)C1CCCN(C(=O)c2ccccn2)C1 (stereo not given)
  -7%, 4%, -6%, 0.3%, -1%
21	CC(CN1CCOCC1)OC(=O)c1ccc(Br)cc1 (stereo not given)
  -4%, ?, 1.5µM*, 2.7%, -2%
22	Cc1cccc(C(=O)NNC(=O)c2ccco2)c1O
  0%, -2%, -2%, 5.0%, -2%

Remaining list, next part:
The line under a structure holds: PhoP GFP inhibition, H37Rv inhibition, M. tuberculosis, VEEV TC-83 Vero, influenza NS1A
31	C=CCN(C(=O)CSc1nc2[nH]ncc2c(=O)n1-c1ccccc1OC)c1ccccc1
  -5%, -4%, 41%, 2.0%, 6%
32	COc1ccc(NC(=O)Nc2ccccc2SC)c(OC)c1
  -6%, -2%, 3%, i, -7%
33	CC1CCN(C(=O)c2ccc3c(c2)NC(=O)/C(=C/c2ccccc2)S3)CC1
  5%, ?, 60%, i, 11%
34	Cc1ccc(-c2nnc(-c3ccc4c(c3)OCO4)o2)cc1
  2%, 8%, 74%, i, -9%
35	CSc1ccc(CN2C(=O)NC3(CCCCCC3)C2=O)cc1
  0%, 6%, 9%, 1.2%, 8%
36	CSc1ccccc1OCc1cc(C(=O)N(C)CC2COCCO2)no1 (stereo not given)
  -6%, -5%, 14%, 3.6%, 1%
37	CCOc1ccc(S(=O)(=O)NCCC(=O)OCC(=O)N2CC(=O)Nc3ccccc32)cc1
  -4%, -5%, -4%, 0.5%, 1%
38	O=C(Cc1ccc(Cl)cc1)Nc1ccc(NC(=O)c2ccccc2)cc1
  7%, -10%, -20%, 0.3%, 17%
39	O=C(COc1ccccc1)Nc1nnc(S(=O)(=O)N2CCCCCC2)s1
  -4%, 0%, ., i, -24%
40	COc1cc(CCNC2=CC(=O)c3ncccc3C2=O)ccc1O
  ., ., ., 4.7%, -20%
41	CCOc1ccc(S(=O)(=O)N(CC)CC(=O)NCc2ccncc2)cc1
  -3%, 11%, 3%, 2.4%, 3%
42	CN(Cc1cc2cc(F)ccc2[nH]1)Cc1nc(-c2cnccn2)no1
  3%, -4%, 13%, 0.8%, -9%
43	CCN(CC)c1ccc(/C=C2/C(=O)NC(=O)N(CC3CCCO3)C2=O)cc1 (stereo not given)
  -13%, 3%, -7%, 0.6%, 14%
44	CCCN(C(=O)c1c(-c2ccccc2)noc1C)c1c(N)n(Cc2ccccc2)c(=O)[nH]c1=O
  ., -7%, 9%, 1.2%, 0%
45	O=C(CNC(=O)c1ccc2ccccc2c1)Nc1ncccc1O
  ., -3%, -16%, 1.8%, -6%
46	CCC(=O)NCc1cc(-c2nn(C)c(=O)c3ccccc23)ccc1C
  0%, -2%, 8%, 9.4%, 9%
47	CCC(CC)NCc1ccc2c(c1)c1ccccc1n2CC
  -4%, 26%, 52%, 0.0%, 0%
48	O=C(NCCC(=O)N1CCN(c2ccccn2)CC1)c1ccc(Br)cc1
  1%, -3%, -1%, 1.9%, -5%
49	CCCOc1ccc(C2NC(=O)NC(c3ccccc3)=C2C(C)=O)cc1OCC (stereo not given)
  -2%, -11%, 18%, i, 15%
50	COc1ccc(Nc2ncnc3ccc(C)cc23)cc1
  -8%, 10%, 12%, 2.3%, -6%
51	CC(=O)c1ccc2noc(-c3cccc(F)c3)c2c1
  -14%, 0%, 2%, 1.2%, 17%
52	C[C@H](CO)N1C[C@H](C)[C@@H](CN(C)S(=O)(=O)c2ccc(F)cc2)Oc2ccc(NC(=O)C3CCCCC3)cc2C1=O
  ., -6%, 51%, 0.9%, 1%
53	Cc1nn(-c2ncc(C(F)(F)F)cc2Cl)c(=O)n1-c1cccc(Cl)c1
  -9%, -2%, 1%, 0.7%, -1%
54	Cc1cc(OC(=O)N2CCOCC2)cc(C)c1Cl
  -2%, 3%, 55%, 6.1%, -4%
55	CC(C)(C)CC(=O)NC(=S)Nc1ccccc1C(F)(F)F
  0%, 1%, ?, i, 15%
56	C=CCNC(=O)c1ccc2nc(Cc3ccc(OC)cc3)oc2c1
  7%, 5%, 56%, 1.4%, -14%
57	O=C1COc2ccc(S(=O)(=O)N3CCN(c4ccccc4F)CC3)cc2N1
  4%, -4%, 2%, 1.4%, -4%
58	Cc1cc(N2CCN(Cc3nc(-c4ccc(F)cc4)oc3C)CC2)cc(C)n1
  1%, 9%, 0%, 0.1%, -2%
59	CC(C)Cn1nc(C(=O)Nc2cccc(S(=O)(=O)N3CCCC3)c2)c2ccccc2c1=O
  ., -6%, 2%, 6.0%, 4%
60	CCN(CC)CCCN1C(=O)C(=O)/C(=C(/O)c2ccc(Cl)cc2)C1c1ccccn1 (stereo not given)
  2%, -3%, -1%, 0.4%, -63%
61	Oc1ccc(C2N=C(c3ccccc3)NC(c3ccccc3)=N2)cc1
  1%, -4%, -17%, 1.9%, 13%
62	O=C(NC1CCCCC1)C(c1ccccc1)N(C(=O)c1cccs1)c1ccc2c(c1)OCO2 (stereo not given)
  -14%, 1%, 18%, i, -3%
63	CN(C(=O)Cn1c(Cl)nc2c1c(=O)n(C)c(=O)n2C)C1CCS(=O)(=O)C1 (stereo not given)
  -1%, 0%, 18%, 0.5%, -1%
64	O=C(COC(=O)c1ccc(Cl)c(Cl)c1)NC1CCCC1
  -2%, 3%, 47%, 0.8%, -2%
65	COc1ccc(C2=NN(CN3C(=O)C(=O)c4ccccc43)C(c3cccc([N+](=O)[O-])c3)C2)cc1 (stereo not given)
  14%, -3%, 10%, 0.4%, -11%
66	O=C(NCc1ccccc1F)C1CCCN1C(=O)Nc1ccc(F)cc1 (stereo not given)
  3%, -2%, ., 2.8%, -5%
67	CCn1c(CNc2ccc(F)cc2)nnc1SCC(=O)Nc1ccccc1OC
  4%, -4%, 15%, 1.1%, 5%
68	O=C(c1ccc(CS(=O)(=O)c2cccc(C(F)(F)F)c2)o1)N1CCN(c2ccccn2)CC1
  -3%, -2%, 2%, 3.6%, 0%
69	COc1ccc(NC(=S)NCCc2c[nH]c3ccc(OC)cc23)c(OC)c1
  -3%, -2%, 28%, i, 6%
70	Cc1ccc(CCNC(=O)CCS(=O)(=O)c2ccc3c(c2)oc(=O)n3C)cc1
  -14%, 4%, 9%, 1.2%, 0%
71	Cc1ccc(-c2nc(N/N=C/c3ccncc3)c3ccccc3n2)cc1
  -14%, 13%, 6%, 2.7%, -15%
72	Nc1nc(SCC(=O)c2ccc([N+](=O)[O-])cc2)n[nH]1
  -3%, -2%, -7%, i, 7%
73	Cc1nn(C)c(C(=O)NC(=S)Nc2ccccc2Br)c1Cl
  -3%, 11%, 45%, 2.1%, 16%
74	Cn1c(SCC(=O)Nc2ccccc2F)nnc1-c1ccc(S(=O)(=O)N2CCOCC2)cc1
  7%, 10%, -23%, 0.8%, -8%
75	Cn1cc(Br)cc2nc(C(F)(F)F)nc1-2
  -9%, -1%, -3%, 2.0%, -4%
76	Cc1ccc(-c2cccc(-c3cc(=O)oc4ccc(C(C)(C)C)cc34)c2)cc1
  ., ., ., 0.1%, 4%
